PhoP inhibition: inhibitors of PhoP regulon expression, primary screen, Salmonella Typhimurium, GFP reporter (AID 1863). S. Typhimurium PhoP-regulated promoter GFP reporter, 4 h; higher % means a stronger effect. one-dose inhibition, % at 50 µM; IC50 in µM for titrated hits. actives 0.16% (n = 300,000);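 active = inhibition over 29.93%, a cutoff 3 SD above the screen mean, later confirmed by dose response; inconclusive = inhibition over 29.93% but no dose response follow-up; inactive = inhibition at most 29.93% or unconfirmed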;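 note: 0% = low Mg2+ inducing control and 100% = high Mg2+ repressing control; strong numbers were not always called active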
SIAH1 antagonists: Siah-1 peptide-binding antagonists, primary screen, biochemical, fluorescence polarization, rhodamine-plectin, uHTS (AID 1817); Siah-1 / rhodamine-plectin peptide fluorescence polarization; higher % means a stronger effect; displacement, % at 20 µM; hits with a dose series show IC50 in µM; actives 0.02% (n = 290,000);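 active = displacement of at least 50% at 20 µM, with a fluorescence ratio check between 0.3 and a set limit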;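 note: plate controls were Siah plus tracer with DMSO for no effect and tracer alone without Siah for full effect; strong numbers were not always called active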
Myeloid diff MLP: promotes myeloid progenitor differentiation; AID 624256; actives 1% (n = 360,000); ER-HoxA9 myeloid progenitors, lysozyme-GFP differentiation, flow cytometry; calls only at 10 µM;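 active = normalized GFP-positive differentiation at or above the plate's own cutoff, the solvent-only control mean plus 3 SD; inconclusive = no clear call, values can overlap the other calls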;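 note: cells exposed to compound for four days before flow analysis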
human PMI inhibitors: MPI inhibition at elevated mannose 6-phosphate – biochemical, fluorescence intensity, high mannose 6-phosphate, primary screen (AID 1220); recombinant PMI enzyme, coupled fluorescence intensity; higher % means a stronger effect; inhibition, % at 20 µM, or IC50 in µM where a hit was titrated; actives 0.66% (n = 190,000)
human PMI inhibition: MPI enzyme activity inhibition – biochemical, fluorescence intensity, coupled assay, primary screen (AID 1209). purified PMI enzyme, coupled fluorescence intensity; higher % means a stronger effect. inhibition, % at 20 µM; hits with a dose series show IC50 in µM. actives 0.42% (n = 190,000);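 note: plate controls were DMSO vehicle for no effect and wells lacking substrate for full effect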
XIAP displacement: small molecules displacing peptide from XIAP – biochemical, IAP family, fluorescence polarization (AID 1018); actives 0.007% (n = 200,000); displacement, % at 20 µM, or IC50 in µM where a hit was titrated; XIAP BIR domain, fluorescence polarization peptide displacement; higher % means a stronger effect; in the data active = displacement above about 50%; note: a part of the inactive calls stands beside numbers as strong as those of hits
RSV antiviral HEp-2: RSV antiviral activity via CPE protection, HEp-2 cells, primary 10 µM value included (AID 2391); HEp-2 cells, RSV-induced CPE inhibition; higher % means a stronger effect; CPE inhibition, % at 10 µM, or IC50 in µM where a hit was titrated; actives 0.13% (n = 310,000); in the data active = a potency from the dose series; inconclusive = CPE inhibition mostly from about 23% at the one dose, without a potency; inactive = the rest, 99 in 100 with CPE inhibition below about 21%; note: strong numbers were not always called active
WT yeast gro inh: growth inhibition of WT yeast, mitochondrial fusion screen; mitochondrial fusion phenotypic screen, WT strain; actives 2.1% (n = 190,000); inhibition, % at 10 µM; in the data active = inhibition above about 58%; tested in S. cerevisiae
TNAP activators: stimulation of alkaline phosphatase TNAP activity – biochemical, luminescent, no phosphate acceptor, uHTS, primary screen (AID 1001) | actives 0.03% (n = 200,000) | activation fold at 20 µM; hits with a dose series show EC50 in µM | purified TNAP, luminescent activation assay, no phosphate acceptor; higher activation fold means a stronger effect; in the data active = activation fold from about 3, or a potency from the dose series; inactive = the rest, 99 in 100 with activation fold below about 1.6; note: many of its hits are not listed in these tables
WT yeast gro inh mutant strain: recorded beside WT yeast gro inh, whose call it bears; inhibition, %; mitochondrial fusion phenotypic screen, mutant strain inhibition
Myeloid diff MLP GFP+ MAC1+ %: further read-out of Myeloid diff MLP, marked with its call; GFP+ MAC1+ double positive, %; measured here: differentiation confirmed by MAC1 staining
The depositor's hits bear a star; i = inactive; u = inconclusive; x = not tested or not shown. Cut-off read from the data, not from the text of the source, unless noted: active = inhibition above about 50%; inactive = the rest. The order is random, and some 3.1% of all compounds hit somewhere here.

no.	structure	PhoP inhibition	SIAH1 antagonists	Myeloid diff MLP	Myeloid diff MLP GFP+ MAC1+ %	human PMI inhibitors	human PMI inhibition
1	CC(=O)/C=C1\N(C)c2ccc(C)cc2C1(C)C	-2%	2%	i	0.3	-2%	-6%
2	COC(=O)C1=C(C(=O)OC)C(c2cc([N+](=O)[O-])ccc2O)c2sc(=O)[nH]c2S1 (stereo not given)	-8%	0%	i	0.7	6%	12%
3	CCOc1ccc(S(=O)(=O)Nc2nc3ccccc3nc2N2CCN(C)CC2)cc1	-6%	2%	i	0.7	-2%	11%
4	Cc1nc2ccc(NC(=O)Cc3ccc4c(c3)OCCO4)cc2s1	-5%	-6%	i	0.7	2%	10%
5	NC(=O)NCc1ccc(F)cc1	-2%	-5%	i	0.5	-2%	2%
6	CCOc1ccc(-n2cnnn2)cc1S(=O)(=O)Nc1c(C)cccc1C	-1%	1%	i	1.4	14%	14%
7	Cc1occc1C(=O)NNC(=O)NC12CC3CC(CC(C3)C1)C2	3%	1%	i	0.0	0%	-5%
8	CCOC(=O)c1ccc(Oc2nc(NC)nc(Nc3ccccc3)n2)cc1	4%	-1%	i	1.8	-1%	7%
9	C/C(=N\OC(=O)c1ccccc1)c1cc(-c2ccc(Cl)cc2)no1	8%	1%	i	0.7	8%	6%
10	CC(=O)Nc1ccc(S(=O)(=O)NCC(=O)NC(C)c2ccc(S(N)(=O)=O)cc2)cc1 (stereo not given)	-6%	12%	i	0.3	x	x
11	CCCN(C(=O)CCl)C1=CCCCC1	6%	1%	i	1.0	-10%	-33%
12	CCn1cc(C(=O)NCC(C)C)c(=O)c2cc(F)c(N3CCN(C(=O)c4ccco4)CC3)cc21	5%	8%	i	1.2	x	x
13	CCCn1c(=O)c2[nH]cnc2n(-c2ccccc2C)c1=O	0%	7%	i	0.5	x	x
14	COc1ccccc1NC(=O)c1cc2cc(Br)ccc2cc1O	-4%	6%	i	0.2	x	x
15	CCOC(=O)C1CCCN(C2CC(=O)N(c3ccc(NC(C)=O)cc3)C2=O)C1 (stereo not given)	1%	2%	i	0.5	-5%	-6%

no.	XIAP displacement	RSV antiviral HEp-2	WT yeast gro inh	WT yeast gro inh mutant strain	TNAP activators
1	-17%	6.7%	-2	4	1.2
2	-1.5%	0.2%	1	4	0.9
3	-4.3%	1.0%	16	5	1.1
4	-3.8%	1.5%	56	43	1
5	-1.7%	1.9%	-6	11	1.1
6	-1.4%	2.0%	-21	-5	1.1
7	-4.7%	1.3%	11	16	1
8	-3.8%	-1.3%	-1	9	1.1
9	-4.9%	5.5%	0	0	1.1
10	x	-0.8%	x	x	x
11	-4.7%	0.9%	-4	-6	1.1
12	x	0.3%	x	x	x
13	x	0.0%	x	x	x
14	x	5.9%	x	x	x
15	-7.1%	1.1%	-19	-5	0.9

(next part)
no.	structure	PhoP inhibition	SIAH1 antagonists	Myeloid diff MLP	Myeloid diff MLP GFP+ MAC1+ %	human PMI inhibitors	human PMI inhibition
16	COC(=O)CNc1n[nH]c(=S)[nH]c1=O	-14%	2%	i	1.0	-7%	-12%
17	C=CCN(C(=O)CN1CCOCC1)c1nc(C)c(-c2ccccc2)s1	11%	1%	i	0.7	-14%	1%
18	COc1ccc(CCNC(=O)c2cnccn2)cc1	2%	-1%	i	5.7	2%	3%
19	O=c1c2ccccc2nnn1CSc1ccccc1	-7%	6%	i	0.0	-5%	5%
20	O=C(NCc1cccnc1)c1ccc([N+](=O)[O-])cc1	-2%	-2%	i	0.8	-13%	-19%
21	O=C(O)Cn1cnc2scc(-c3cccs3)c2c1=O	x	-11%	i	0.2	-21%	-22%
22	O=C(O)c1c2c(nc3ccc(S(=O)(=O)N4CCC(C(=O)NC5CCCCCC5)CC4)cc13)CCCC2	2%	32%	i	0.1	10%	-23%
23	c1ccc(Cn2nnc3c(NCCN4CCOCC4)ncnc32)cc1	6%	-4%	i	0.6	-6%	-1%
24	COc1cc(/C=C2\SC(=S)N(CC(=O)NC(C)(C)C)C2=O)cc(OC)c1OC	9%	0%	i	0.3	14%	9%
25	COc1cc(/C=N/NC(=O)c2ccncc2)ccc1OC(C)=O	-5%	5%	i	0.3	x	x
26	CCS(=O)(=O)c1nc(S(=O)(=O)c2ccc(Cl)cc2)c(NCCN2CCOCC2)s1	3%	-7%	i	0.0	x	x
27	COc1ccc(-n2cnnc2SCC(=O)N(C)c2ccccc2)cc1	-1%	3%	i	0.5	x	x
28	COC(=O)c1ccc(NC(=O)COC(=O)C2CC(=O)N(Cc3ccccc3)C2)cc1 (stereo not given)	0%	-2%	i	0.5	6%	-6%
29	CCC(=O)N1N=C(c2ccc(C)o2)CC1c1ccc(N(C)C)cc1 (stereo not given)	-7%	5%	i	0.4	6%	1%
30	CCn1c(=NC(=O)C2COc3ccccc3O2)sc2c(C)ccc(OC)c21 (stereo not given)	-7%	-7%	i	0.9	x	x

no.	XIAP displacement	RSV antiviral HEp-2	WT yeast gro inh	WT yeast gro inh mutant strain	TNAP activators
16	-5.3%	1.6%	-17	-5	1.2
17	-2.8%	-0.7%	-5	-7	1
18	6.4%	0.9%	3	-5	1.2
19	-0.8%	3.7%	-24	8	1.1
20	-15%	3.1%	-1	7	1
21	-16%	1.9%	x	x	1.1
22	-4.5%	-0.4%	0	-8	1.2
23	-7.8%	-0.5%	-2	-2	1.1
24	-5.1%	x	8	6	1
25	x	0.9%	x	x	x
26	x	2.5%	x	x	x
27	x	2.2%	x	x	x
28	-6.2%	1.4%	-3	-1	1
29	-5.5%	6.3%	6	5	1.2
30	x	u	x	x	x

New compounds follow.
no.	structure	PhoP inhibition	SIAH1 antagonists	Myeloid diff MLP	Myeloid diff MLP GFP+ MAC1+ %	human PMI inhibitors	human PMI inhibition
31	O=C(c1cccc(F)c1)N1CCN(Cc2c[nH]c3ccccc23)CC1	0%	2%	i	0.2	-13%	0%
32	O=C(Nc1cccc2cccnc12)c1ccc(Br)o1	-4%	4%	i	0.9	20%	22%
33	CC(NC(=O)c1ccc(CS(=O)(=O)c2cccc(C(F)(F)F)c2)o1)c1ccc2c(c1)OCCO2 (stereo not given)	-12%	0%	i	0.6	6%	-6%
34	CN(C)c1ccc(/C=N/NC(=O)c2cnc3ccccc3c2)cc1	-7%	9%	i	0.3	x	x
35	COc1ccc(NC(=S)Nc2ccccc2C(F)(F)F)cc1	-2%	-4%	i	0.3	19%	13%
36	COCCOC(=O)CC1=NC(=O)CS1	15%	4%	i	0.4	-2%	-7%
37	Cc1onc(C(=O)N2CCOCC2)c1[N+](=O)[O-]	10%	16%	i	0.0	6%	-2%
38	O=C(N[C@@H](Cc1ccccc1)C(=O)NCCc1c[nH]c2ccccc12)c1ccco1	0%	4%	i	0.5	x	x
39	Cc1cccc(NC(=O)CSc2nnc(CNC(=O)c3ccc(S(=O)(=O)N(C)C)cc3)n2-c2ccc(F)cc2)c1	-2%	6%	i	0.5	13%	19%
40	CCc1ccc(NC2CC(=O)N(c3ccc(OC)cc3OC)C2=O)cc1 (stereo not given)	1%	-1%	i	11	11%	14%
41	c1ccc2sc(NC3=NCN(C4CCCCC4)CN3)nc2c1	-7%	2%	i	7.7	-10%	-4%
42	COC(=O)C1CCN(C(=O)c2ccccc2Oc2ccccc2)CC1	-5%	0%	i	0.4	10%	11%
43	CCOC(=O)c1[nH]c(C)c(C(=O)N2CCN(C(=O)OCC)CC2)c1CC	-11%	10%	i	1.0	2%	2%
44	Cc1ccc(C2C(C#N)=C(N)Oc3cc(N)ccc32)cc1 (stereo not given)	4%	-3%	i	0.8	x	x
45	COc1cc(Cn2c(N)c(C#N)c3nc4ccccc4nc32)cc(OC)c1	-6%	9%	i	1.2	46%	14%
46	CCOC(=O)N1CCN(C(=O)c2cc(COc3ccc(OC)cc3Cl)on2)CC1	8%	-5%	i	1.1	x	x
47	COc1ccc(-c2cc(-c3nnc(COC(=O)c4ccncc4)o3)c3ccccc3n2)cc1OC	-3%	0%	i	0.4	5%	2%

no.	XIAP displacement	RSV antiviral HEp-2	WT yeast gro inh	WT yeast gro inh mutant strain	TNAP activators
31	-0.9%	-0.6%	-21	-34	1.1
32	-2.1%	7.8%	5	-24	1.2
33	-9.1%	0.3%	-17	-13	0.9
34	x	2.1%	x	x	x
35	-2.3%	-0.1%	6	13	1.1
36	-1.8%	-0.1%	x	x	1.1
37	-4.3%	0.9%	-2	3	1
38	x	0.7%	x	x	x
39	-16%	-0.5%	-4	-1	1
40	-2.8%	1.4%	-1	10	1
41	1.0%	x	22	4	1
42	-13%	0.2%	1	-10	1.1
43	5.4%	0.3%	13	19	1.1
44	x	3.2%	x	x	x
45	-2.3%	4.0%	7	24	1.1
46	x	7.4%	x	x	x
47	-2.5%	2.5%	-1	13	1

Arranged by count of non-hydrogen atoms (falling): part of the list above
no.	structure	PhoP inhibition	SIAH1 antagonists	Myeloid diff MLP	Myeloid diff MLP GFP+ MAC1+ %	human PMI inhibitors	human PMI inhibition
12	CCn1cc(C(=O)NCC(C)C)c(=O)c2cc(F)c(N3CCN(C(=O)c4ccco4)CC3)cc21	5%	8%	i	1.2	x	x
3	CCOc1ccc(S(=O)(=O)Nc2nc3ccccc3nc2N2CCN(C)CC2)cc1	-6%	2%	i	0.7	-2%	11%
43	CCOC(=O)c1[nH]c(C)c(C(=O)N2CCN(C(=O)OCC)CC2)c1CC	-11%	10%	i	1.0	2%	2%
31	O=C(c1cccc(F)c1)N1CCN(Cc2c[nH]c3ccccc23)CC1	0%	2%	i	0.2	-13%	0%
29	CCC(=O)N1N=C(c2ccc(C)o2)CC1c1ccc(N(C)C)cc1 (stereo not given)	-7%	5%	i	0.4	6%	1%
7	Cc1occc1C(=O)NNC(=O)NC12CC3CC(CC(C3)C1)C2	3%	1%	i	0.0	0%	-5%
44	Cc1ccc(C2C(C#N)=C(N)Oc3cc(N)ccc32)cc1 (stereo not given)	4%	-3%	i	0.8	x	x
18	COc1ccc(CCNC(=O)c2cnccn2)cc1	2%	-1%	i	5.7	2%	3%

no.	XIAP displacement	RSV antiviral HEp-2	WT yeast gro inh	WT yeast gro inh mutant strain	TNAP activators
12	x	0.3%	x	x	x
3	-4.3%	1.0%	16	5	1.1
43	5.4%	0.3%	13	19	1.1
31	-0.9%	-0.6%	-21	-34	1.1
29	-5.5%	6.3%	6	5	1.2
7	-4.7%	1.3%	11	16	1
44	x	3.2%	x	x	x
18	6.4%	0.9%	3	-5	1.2
